High-throughput results as filed in PubChem BioAssay.
PAX8 inh HTS – PAX8 transcriptional activity inhibition; 360,000 compounds, 1.2% hits; AID 652154; inhibition, % at 12.6 µM; RMG-I TPO-luciferase reporter, SteadyGlo, 24 h;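 active = mean replicate inhibition at least 60% with every replicate also reaching 60%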;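 note: luciferase light reporting Pax8 driven TPO promoter activity; plate controls were median of neutral control wells for no effect and mitoxantrone controls for full effect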
C2C12 statin – suppressors of simvastatin-induced myotoxicity in C2C12 myotubes; rescue of ATP level, % at 7.49 µM; ATP luminescence, 48 h; scaled: DMSO 0, geranylgeraniol control 100; AID 602340; 330,000 compounds, 0.78% hits;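 active = mean ATP rescue above about 67%, or every replicate alone reaching that limit, limit read from the data, passing the limit was not always enough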;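 note: myotubes were challenged with 10 µM simvastatin during compound exposure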
GSIS activator – primary screen for activators of insulin secretion dependent on glucose, INS-1E cells, GLuc reporter luminescence | INS-1E GLuc reporter insulin secretion, 2-3 h | activation, % at 16.6 µM | 370,000 compounds, 0.61% hits | AID 743287;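 active = lowest replicate activation of at least 40%, so every replicate reaches that level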;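 note: 0% = median of neutral control wells and 100% = median of IBMX positive control wells; some compounds called inactive have numbers as strong as hits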
ARNT TACC3 PPI – disrupts binding between human ARNT and TACC3 | Q9Y6A5 | AlphaScreen His-ARNT PAS-B/GST-TACC3 binding, luminescence; TACC3 fragment carries E629A point mutation | inhibition, % at 9.99 µM | 390,000 compounds, 0.66% hits | AID 623870;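 active = mean inhibition of replicates at least 50% and at least half of replicates each reaching 50%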;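 note: 0% = complete ARNT plus TACC3 wells and 100% = ARNT alone without TACC3; many hits fall short of the cut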
LGR2 inh – inhibitors of bursicon-induced Drosophila LGR2 receptor cAMP signaling. AID 720647. HEK293 LGR2, CRE-luciferase, bursicon-stimulated, 4 h. 380,000 compounds, 0.35% hits. inhibition, % at 9.99 µM;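 active = drop in luminescence signal, shown as inhibition above about 50% in the replicate tests, limit read from the data, passing the limit was not always enough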;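 note: agonist challenge used bursicon conditioned medium at about half maximal strength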
PglD DTNB – blocks C. jejuni PglD acetyltransferase activity | purified PglD enzyme, DTNB colorimetric CoA detection | inhibition, % at 12.5 µM | 360,000 compounds, 0.098% hits | AID 602405; in the data active = inhibition above about 16%, passing the limit was not always enough; note: strong numbers were not always called active
Cneo AK release – causes C. neoformans cell lysis | lysis activity, % at 15 µM | adenylate kinase release luminescence, 4 h; normalised: neutral wells 0, clomiphene wells 100 | 360,000 compounds, 0.2% hits | AID 651654;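 active = mean lysis activity across replicates of at least 80%, whatever share of replicates individually reach that level; inactive = mean lysis activity below 80%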
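Assay system: C. neoformans cells. Amount: yeast cell density of 5 × 10^6 cells/mL. Technique: AK luminescence. Buffer or medium: YPD. Times: static 4 h at 37 °C with compound, 1 h detection. Dosing: single-point compound dose. Read-out: lysis from increased AK signal.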
PGC1a acetyl inh – modulators of PGC1a acetylation; U2OS PGC1a acetylation, AlphaScreen anti-acetyl-lysine; with virally co-expressed GCN5 acetyltransferase; 350,000 compounds, 0.17% hits; inhibition, % at 15.6 µM; AID 651687;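 active = every replicate shows inhibition of at least 40%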;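 note: 0% = neutral control wells and 100% = positive control wells; some results beyond the cut were filed as inactive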
Numbers without * were called inactive; & = joins results of further samples. An unsorted share of the library; any-hit rate near 2.9%.

CCC(=O)N1CCC1(C)C(=O)Nc1ccccc1 (stereo not drawn) was read as PAX8 inh HTS -6, C2C12 statin -9, LGR2 inh -10, PglD DTNB 0, Cneo AK release 1 and PGC1a acetyl inh 5.
For CN(CCC#N)C(=O)COC(=O)c1ccccc1OCc1ccccc1Cl the results were PAX8 inh HTS -6, GSIS activator -3, ARNT TACC3 PPI -5, LGR2 inh -10 and PGC1a acetyl inh 2.
For Cc1cc(C(=O)Nc2ccc3c(c2)C(=O)N(C)[C@H]2CC[C@@H](CC(=O)N[C@H](C)c4ccccc4)O[C@H]2CO3)no1 the results were PAX8 inh HTS 4, C2C12 statin 19, GSIS activator -8, LGR2 inh -5, PglD DTNB 4, Cneo AK release 9 and PGC1a acetyl inh 0.
`COc1ccc(NC(=O)N(C)C[C@H]2OCCCC[C@H](C)Oc3ccc(NS(=O)(=O)c4ccc(F)cc4)cc3C(=O)N([C@H](C)CO)C[C@@H]2C)cc1` gave PAX8 inh HTS -2, GSIS activator -2, ARNT TACC3 PPI -2, LGR2 inh 10, PglD DTNB -2, Cneo AK release -14 and PGC1a acetyl inh 7.
Screening CN1[C@@H]2c3ccc(C4=CCCCC4)c(=O)n3C[C@H]1[C@H](CO)[C@H]2C(=O)NCc1ccc(F)cc1 returned PAX8 inh HTS 12, C2C12 statin 13, GSIS activator -6, ARNT TACC3 PPI 4, LGR2 inh -3, PglD DTNB -6 and Cneo AK release 1.
CCCS(=O)(=O)NC(=O)C1(C)CCN(C(=O)c2cc(C(C)(C)C)nn2C)C1 (stereo not drawn) was read as PAX8 inh HTS -17, C2C12 statin -7, LGR2 inh 3, PglD DTNB -1, Cneo AK release 7 and PGC1a acetyl inh 5.
Screening COc1cccc(C2NC(c3cccc(OC)c3O)C(C)C(=O)C2C)c1O (stereo not drawn) returned C2C12 statin -11, GSIS activator -35, ARNT TACC3 PPI 7, LGR2 inh 11, PglD DTNB 4, Cneo AK release 1 and PGC1a acetyl inh -5.
For CCN1[C@@H]2c3ccc(C4=CCCCC4)c(=O)n3C[C@@H]2[C@@H](CO)[C@@H]1C(=O)NCc1ccccn1 the results were PAX8 inh HTS 0, C2C12 statin 3, GSIS activator 1, ARNT TACC3 PPI 16, LGR2 inh 13, PglD DTNB 5 and Cneo AK release -7.
CC(C)(C)OC(=O)CN1C(=O)NC(Cc2c[nH]c3ccccc23)C1=O (stereo not drawn) was read as PAX8 inh HTS 4, C2C12 statin 1, GSIS activator -2, ARNT TACC3 PPI -5, LGR2 inh 6, PglD DTNB 13, Cneo AK release -1 and PGC1a acetyl inh 1.
CC1(C)Cc2c(sc(NC(=O)COc3ccc(Cl)cc3)c2C#N)C(C)(C)N1 was read as C2C12 statin -11, ARNT TACC3 PPI 0, PglD DTNB 5 and Cneo AK release -1.
For COC(=O)C1=C(C(=O)OC)[C@]2([C@H]3CC=CCN[C@@H](Cc4ccccc4)C(=O)N3Cc3ccccc3)C=C[C@H]1O2 the results were PAX8 inh HTS 47, C2C12 statin 9, GSIS activator -1, ARNT TACC3 PPI 9, LGR2 inh 18, PglD DTNB 2, Cneo AK release 2 and PGC1a acetyl inh 6.
`CC(NC(=S)NC(=O)c1ccccc1)c1ccccc1` (stereo not drawn) gave PAX8 inh HTS 2, C2C12 statin 2, GSIS activator -16, ARNT TACC3 PPI -1, LGR2 inh 2, PglD DTNB -2 and Cneo AK release 32.
For Cc1ccc(S(=O)(=O)N/N=C/c2ccc(OCC(=O)N3CCOCC3)cc2)cc1 the results were PAX8 inh HTS 0, C2C12 statin -5, GSIS activator 8, ARNT TACC3 PPI -3, LGR2 inh 4 and PGC1a acetyl inh -1.
`Cc1cc2c(c(SCC(=O)N(C)c3ccccc3)n1)C(=O)OC2` gave PAX8 inh HTS 3, ARNT TACC3 PPI -2, PglD DTNB 2, Cneo AK release -1 and PGC1a acetyl inh 2.
Cc1ccnc(NS(=O)(=O)c2ccc(NC(=O)C3CC=CCC3C(=O)O)cc2)n1 (stereo not drawn) was read as PAX8 inh HTS 11, GSIS activator -4, ARNT TACC3 PPI -2, LGR2 inh -7 and PGC1a acetyl inh -24.
`COCC(=O)Nc1ccc2c(c1)C(=O)N(C)[C@H]1CC[C@H](CC(=O)NCC(F)(F)F)O[C@H]1CO2` gave PAX8 inh HTS 0, C2C12 statin 7, GSIS activator 21, ARNT TACC3 PPI -5, LGR2 inh -21, PglD DTNB 2, Cneo AK release -2 and PGC1a acetyl inh 4.
Screening O=C(CN1CCN(c2ccc(F)cc2)CC1)N(C1CCCC1)C1CCS(=O)(=O)C1 (stereo not drawn) returned PAX8 inh HTS 2, C2C12 statin 13, GSIS activator 0, ARNT TACC3 PPI 3, LGR2 inh 6, PglD DTNB -2 and Cneo AK release 1.
`COc1cc(C(=O)NCc2nnc(SCC(=O)N3CCCc4ccccc43)o2)cc(OC)c1OC` gave PAX8 inh HTS 17, GSIS activator 0, ARNT TACC3 PPI 0, LGR2 inh 11, PglD DTNB 9, Cneo AK release 1 and PGC1a acetyl inh 5.
`COC(=O)c1nnn(-c2ccc(Cl)c(Cl)c2)c1C(=O)OC` gave PAX8 inh HTS -7, GSIS activator 21, ARNT TACC3 PPI 14, LGR2 inh 13 and PGC1a acetyl inh 3.
Screening COc1ccc(-c2ccc([C@@H]3[C@H](C#N)N(C(=O)c4cccc(F)c4)[C@H]3CO)cc2)cc1 returned PAX8 inh HTS 12, C2C12 statin -9, GSIS activator -3, ARNT TACC3 PPI 20, LGR2 inh 11, PglD DTNB -1, Cneo AK release 0 and PGC1a acetyl inh -6.
`CCOC(=O)c1ccccc1NC(=O)c1cn(CC)c2nc(C)ccc2c1=O` gave PAX8 inh HTS -11, C2C12 statin 5, GSIS activator -2, ARNT TACC3 PPI -4, LGR2 inh -5 and PGC1a acetyl inh -7.
For Cc1cc(NC(=O)/C=C/c2ccccc2)no1 the results were GSIS activator 4, ARNT TACC3 PPI -3, LGR2 inh -45 and PGC1a acetyl inh -1.
For CCOc1ccc(-c2c(C#N)c(N)nc3sc(C(=O)c4ccccc4)c(N)c23)cc1 the results were PAX8 inh HTS 11, GSIS activator 8, ARNT TACC3 PPI -4 and LGR2 inh -9.
For O=C(c1cnccn1)N(c1ccccc1)C1(C(=O)NC2CCCCC2)CCCCC1 the results were ARNT TACC3 PPI -25, PglD DTNB -2, Cneo AK release 4 and PGC1a acetyl inh -7.
`Cc1cccc(N2CN(Cc3cccnc3)CNC2=S)c1` gave PAX8 inh HTS 13, GSIS activator 0, ARNT TACC3 PPI -8 and LGR2 inh 7.
Screening CN1CC(=O)N(CC(=O)Nc2ccc(Br)cc2F)C1=O returned PAX8 inh HTS -9, C2C12 statin 1, GSIS activator -16, ARNT TACC3 PPI -2, LGR2 inh 11, PglD DTNB -5, Cneo AK release 5 and PGC1a acetyl inh 0.
Screening CO[C@H]1CN(C)C(=O)c2cc(NC(C)=O)ccc2OC[C@H](C)N(CC2CCCCC2)C[C@H]1C returned PAX8 inh HTS -7, C2C12 statin -9, GSIS activator 13, ARNT TACC3 PPI 8, LGR2 inh 5, PglD DTNB 3, Cneo AK release -4 and PGC1a acetyl inh -1.
For C[C@@H]1CN([C@H](C)CO)C(=O)c2cc(C3=CCCC3)cnc2O[C@H]1CN(C)Cc1ccccc1F the results were PAX8 inh HTS 1, C2C12 statin -1, GSIS activator 17, LGR2 inh -13 and PGC1a acetyl inh 1.
For COc1cccc(NC(=S)N(CCCN2CCN(C)CC2)Cc2ccco2)c1 the results were PAX8 inh HTS -1, C2C12 statin -1, GSIS activator 26, ARNT TACC3 PPI 4, LGR2 inh 1, Cneo AK release -4 and PGC1a acetyl inh 3.
Screening O=C(CSCc1c(F)cccc1Cl)NCc1cccnc1 returned PAX8 inh HTS -9, GSIS activator -6, ARNT TACC3 PPI -3, LGR2 inh 13, PglD DTNB -3, Cneo AK release -2 and PGC1a acetyl inh -1.
`CCOC(=O)CCCCCC(=O)Nc1ccc2c(c1)C(=O)N([C@H](C)CO)C[C@H](C)[C@@H](CN(C)S(C)(=O)=O)OCCCC[C@@H](C)O2` gave PAX8 inh HTS -8, C2C12 statin 6, GSIS activator 8&6, LGR2 inh -7, PglD DTNB 0, Cneo AK release -1 and PGC1a acetyl inh 8.
For CSc1ncc(CN2CCCCC2C(=O)Nc2ccc(Oc3ccccc3)nc2)cn1 (stereo not drawn) the results were PAX8 inh HTS 2, C2C12 statin 11, GSIS activator -19, ARNT TACC3 PPI -5, LGR2 inh -20, PglD DTNB -1 and Cneo AK release 5.
Screening COc1ccc(S(=O)(=O)Nc2ccc3c(c2)CC(=O)N([C@@H](C)CO)C[C@@H](C)[C@@H](CN(C)Cc2ccc(C(=O)O)cc2)O3)cc1 returned PAX8 inh HTS -12, C2C12 statin -10, GSIS activator 28, ARNT TACC3 PPI -3, LGR2 inh 8, PglD DTNB 2, Cneo AK release -5 and PGC1a acetyl inh 12.
For C[C@H](CO)N1C[C@H](C)[C@@H](CN(C)S(=O)(=O)c2ccc(Cl)cc2)Oc2ccc(NS(=O)(=O)c3ccccc3)cc2CC1=O the results were PAX8 inh HTS -2, C2C12 statin 9, GSIS activator -4, ARNT TACC3 PPI -3, LGR2 inh 10, PglD DTNB 4 and Cneo AK release 6.
CN(C)C(=O)c1ccc(-c2ccc([C@@H]3[C@H](CO)N4CCCCN(S(C)(=O)=O)C[C@@H]34)cc2)cc1 was read as PAX8 inh HTS 1, GSIS activator 9, ARNT TACC3 PPI -8, LGR2 inh -9, PglD DTNB 4, Cneo AK release -3 and PGC1a acetyl inh 4.
`O=C(COc1ccccc1)NNC(=S)NC(=O)c1ccccc1` gave PAX8 inh HTS 0, C2C12 statin -4, GSIS activator 5, ARNT TACC3 PPI 7, LGR2 inh -46, PglD DTNB -3 and Cneo AK release -1.

Brought forward from above: 2 compounds; new compounds follow.
CN(C)C(=O)c1ccc(-c2ccc([C@@H]3[C@H](CO)N4CCCCN(S(C)(=O)=O)C[C@@H]34)cc2)cc1 was read as PAX8 inh HTS 1, GSIS activator 9, ARNT TACC3 PPI -8, LGR2 inh -9, PglD DTNB 4, Cneo AK release -3 and PGC1a acetyl inh 4.
`O=C(COc1ccccc1)NNC(=S)NC(=O)c1ccccc1` gave PAX8 inh HTS 0, C2C12 statin -4, GSIS activator 5, ARNT TACC3 PPI 7, LGR2 inh -46, PglD DTNB -3 and Cneo AK release -1.
Screening COCCN1C(=S)NC(c2cccc(C(F)(F)F)c2)C(C(=O)N2CCOCC2)=C1C (stereo not drawn) returned PAX8 inh HTS -4, GSIS activator -40, ARNT TACC3 PPI -2, LGR2 inh 18, PglD DTNB -3, Cneo AK release -2 and PGC1a acetyl inh -2.
`CC(C)N(c1ccccc1)c1ccc(NC(=O)COC(=O)CCN2C(=O)c3cccc([N+](=O)[O-])c3C2=O)cc1` gave PAX8 inh HTS 23, C2C12 statin -1, GSIS activator -5, ARNT TACC3 PPI 1, LGR2 inh -14, PglD DTNB 1, Cneo AK release -2 and PGC1a acetyl inh -6.
For CCOc1ccc2c(c1)OC(c1ccc(OC)cc1)(C(F)(F)F)NC2=O (stereo not drawn) the results were PAX8 inh HTS 30, GSIS activator -12, ARNT TACC3 PPI -2, LGR2 inh -36, PglD DTNB -6, Cneo AK release 1 and PGC1a acetyl inh -4.
For Cc1cc(C)cc(C(=O)NC(CC(N)=O)c2ccc(N3CCC(Cc4ccccc4)CC3)c([N+](=O)[O-])c2)c1 (stereo not drawn) the results were PAX8 inh HTS -21, C2C12 statin 7, GSIS activator -29, ARNT TACC3 PPI 10, LGR2 inh -4, PglD DTNB 4 and Cneo AK release -2.
Screening CC(C)OC(=O)c1ccc(COc2ccc3ccc(=O)oc3c2)o1 returned PAX8 inh HTS -54, GSIS activator -7, ARNT TACC3 PPI -3, LGR2 inh -36, PglD DTNB -2, Cneo AK release -1 and PGC1a acetyl inh -8.
